Wnt bcat act – activates Wnt/beta-catenin signaling in a reporter cell assay | AID 743398 | activation, % at 9.35 µM | activator, plate reader | 300,000 tested, 1.2% active; in the data active = activation above about 30%, passing the limit was not always enough; inconclusive = no clear call, values can overlap the other calls;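 note: 0% = neutral control wells and 100% = positive control wells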
CDK5 inh – blocks human CDK5/p35 kinase activity; Q00535+Q15078; Recombinant CDK5/p35, ADP-Glo luminescence, 60 min; inhibition, % at 10 µM; 330,000 tested, 0.01% active; AID 488839;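 active = highest replicate inhibition of at least 50% and at least 75% of replicates reaching 50%; inconclusive = only one of the two criteria met; inactive = both criteria failed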;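 note: plate controls were DMSO neutral control for no effect and GW8510 at 10 µM for full effect; many of its hits are not listed in these tables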
Target sequence (Q00535 whole entry, looked up): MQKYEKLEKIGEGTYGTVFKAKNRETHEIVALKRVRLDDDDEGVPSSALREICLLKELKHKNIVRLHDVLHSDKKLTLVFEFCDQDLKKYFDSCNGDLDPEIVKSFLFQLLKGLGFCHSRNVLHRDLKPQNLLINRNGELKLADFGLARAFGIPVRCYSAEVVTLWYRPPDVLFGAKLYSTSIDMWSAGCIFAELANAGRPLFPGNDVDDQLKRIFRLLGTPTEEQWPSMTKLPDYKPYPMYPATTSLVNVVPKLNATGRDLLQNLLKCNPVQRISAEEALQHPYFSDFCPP
Target sequence (Q15078 whole entry, looked up): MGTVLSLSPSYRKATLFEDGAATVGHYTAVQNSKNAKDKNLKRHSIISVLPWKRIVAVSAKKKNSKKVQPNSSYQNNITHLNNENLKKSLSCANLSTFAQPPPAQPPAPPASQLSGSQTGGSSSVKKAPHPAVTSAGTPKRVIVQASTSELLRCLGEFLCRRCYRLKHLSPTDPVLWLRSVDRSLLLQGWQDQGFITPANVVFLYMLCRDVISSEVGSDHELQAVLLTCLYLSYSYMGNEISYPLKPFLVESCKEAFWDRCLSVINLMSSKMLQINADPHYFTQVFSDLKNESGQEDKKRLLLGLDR
Tat transport – blocks Tat-dependent protein export in E. coli; E. coli MC4100 TorA-mCherry Tat export, fluorescence; inhibition, % at 10 µM; 340,000 tested, 0.036% active;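 active = mean replicate inhibition at least 50% and at least half of replicates individually reaching 50%; inconclusive = only one of the two criteria met; inactive = neither criterion met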;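 note: exported cargo escapes ClpAP degradation while cytoplasmic cargo is degraded and loses fluorescence; 0% = median of neutral control wells and 100% = median of NaSCN control wells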
CAL PDZ FP-1 – blocks peptide binding to human CAL PDZ domain; purified CAL PDZ, TMR-peptide fluorescence polarization, 1 h; Q9HD26; 330,000 tested, 0.02% active; AID 504414; inhibition, % at 20 µM;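 active = highest replicate inhibition of at least 40%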;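 note: plate controls were DMSO neutral control wells for no effect and unlabeled competitor peptide control wells for full effect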
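Material – purified CerCALP PDZ construct · Detection – FP readout, S and P plane fluorescence · Measure – percent inhibition from loss of millipolarization · Controls – unlabelled peptide for full inhibition, DMSO wells as neutral · Probe or stimulus – TMR-labelled reporter peptide T*-PRC34 bound in PDZ groove · Times – 1 h at RT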
Rtt109 HAT inh – C. albicans Rtt109 histone acetyltransferase inhibition; inhibition, % at 34.9 µM; AID 540336; 330,000 tested, 0.16% active; purified Rtt109/Vps75, ThioGlo CoA-SH fluorescence, 4 h;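 active = inhibition of at least 50% in every replicate; inconclusive = best replicate reaches 50% inhibition but some replicates fall short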
Target sequence (Q5AAJ8 whole entry, looked up): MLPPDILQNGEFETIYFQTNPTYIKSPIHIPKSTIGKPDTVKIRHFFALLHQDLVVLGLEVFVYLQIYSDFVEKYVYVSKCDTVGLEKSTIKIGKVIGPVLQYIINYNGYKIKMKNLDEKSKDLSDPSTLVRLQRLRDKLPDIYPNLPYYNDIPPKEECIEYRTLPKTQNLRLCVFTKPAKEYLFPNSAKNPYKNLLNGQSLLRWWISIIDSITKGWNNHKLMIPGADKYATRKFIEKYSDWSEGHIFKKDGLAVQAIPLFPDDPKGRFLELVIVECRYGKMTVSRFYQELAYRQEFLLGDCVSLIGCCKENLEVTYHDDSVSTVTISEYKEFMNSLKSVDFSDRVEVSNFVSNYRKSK
CAL PDZ FP-2 – CAL PDZ (human) peptide binding inhibition; purified CAL PDZ, TMR-peptide fluorescence polarization, 1 h; inhibition, % at 24.9 µM; 300,000 tested, 0.92% active; Q9HD26; AID 602252;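 active = mean inhibition of at least 30% with at least half of replicates also reaching 30%; inconclusive = no clear call, values can overlap the other calls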;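 note: 0% = DMSO neutral control and 100% = excess unlabeled competitor peptide PRC23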
dFosB act – mouse delta FosB homodimer activation; 340,000 tested, 0.99% active; purified delta FosB, TAMRA-CDK5 oligo fluorescence polarization; percent of positive-control signal above neutral wells; P13346; activation, % at 25 µM; AID 493131;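 active = mean activation above about 17%, with every replicate also reaching it, limit read from the data, passing the limit was not always enough; inconclusive = only one of the two conditions met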;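 note: fluorescence polarization rise as delta FosB binds a TAMRA Cdk5 AP-1 oligo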
MITF TRPM1 HTS – MITF TRPM1 promoter activation in melanoma cells. SK-MEL-5 TRPM1-promoter luciferase, 24 h; % of positive control, neutral wells = 0. activation, % at 12.5 µM. 300,000 tested, 0.75% active;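 active = mean activation of at least 80% with every replicate also reaching 80%; inconclusive = mean reaches 80% but some replicate falls short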;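 note: 0% = neutral control wells and 100% = parthenolide positive control wells; values of inactives mirror those of a sister screen read the other way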
V-ATPase pHluor – yeast V-ATPase proton transport regulation by pHLuorin. 350,000 tested, 0.37% active. S. cerevisiae, pHLuorin cytosolic pH fluorescence. AID 504577. response, % at 10 µM; in the data active = response mostly above about 7.3%, no sharp cut-off; inactive = mostly below about 5.4%; note: actives read high; inactives centre near 0; some compounds called inactive have numbers as strong as hits
cardiac RTF act – cardiac RTF calcium sensitization; 340,000 tested, 0.24% active; IANBD-labeled TnC RTF fluorescence at EC20 calcium; 0% EC20 calcium, 100% full calcium; activation, % at 7.2 µM;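 active = activation above the mean over all tested compounds plus 3 SD, cut at about 30% in these data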;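 note: rise in fluorescence read as greater calcium sensitivity of cardiac thin filaments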
* marks the source's active call; other numbers are inactive results; ? = inconclusive; . = no result given.

SMILES	Wnt bcat act	CDK5 inh	Tat transport	CAL PDZ FP-1	Rtt109 HAT inh	CAL PDZ FP-2	dFosB act	MITF TRPM1 HTS	V-ATPase pHluor	cardiac RTF act
Cc1ccc2[nH]c(C(=O)N3CCCC(Nc4ccc(F)cc4)C3)cc2c1 (stereo unspecified)	-1	0.2	0	-2.4	7	-5	-15	2	-3	-4
O=C(COC(=O)CCc1ccccc1)Nc1cc(S(=O)(=O)N2CCOCC2)ccc1N1CCCC1	-1	1.0	-3	-0.9	-1	-2	-13	-1	0	-4
CCn1c(=O)n(CC)c2cc(NC(=O)c3ccccc3Cl)ccc21	-2	0.8	-8	-2.1	-12	.	-3	1	-4	2
Cc1ccc(C(C)NC(=O)c2ccncc2)c(C)c1 (stereo unspecified)	-2	1.6	0	0.3	10	.	2	-7	3	3
Cn1c(=O)c2c(nc(CN3CCc4ccccc4C3)n2Cc2ccccc2F)n(C)c1=O	.	3.1	7	-2.0	1	0	-5	-1	7	-2
CN(CC(=O)NCC(c1ccco1)N1CCCCC1)S(=O)(=O)c1ccc(Cl)cc1 (stereo unspecified)	-2	0.5	3	-1.7	6	-3	-2	0	0	-8
O=S(=O)(Nn1cnnc1)c1ccccc1Cl	-1	0.4	-2	0.3	2	-4	9	.	1	-1
CCCCNc1c2c(nc3c(-c4ccccc4)c(C)nn13)CCC2	-2	1.3	-5	-0.4	-2	2	-17	21	0	-9
O=C(O)c1ccc(-c2ncc[nH]2)cc1	-1	-0.3	-1	-1.8	-2	-4	0	0	1	6
Cc1n[nH]c(C)c1S(=O)(=O)N1CCCC(C(=O)N2CCc3ccccc32)C1 (stereo unspecified)	.	0.8	-1	.	1	0	-6	-8	1	-9
CC(C)Cc1nnc(NC(=O)Cc2ccc([N+](=O)[O-])cc2)s1	-2	1.4	-5	-0.9	1	-2	-2	4	6	-1
COc1ccc2c(c1)CCc1c(C(=O)NCCN3CCOCC3)noc1-2	.	0.9	1	-0.8	-34	.	-9	-1	2	2
CCOC(=O)N1CCN(Cc2cn[nH]c2-c2cc3ccccc3o2)CC1	0	3.7	2	-1.7	-9	1	-5	-5	-1	2
CCOc1ccc(C(=O)NNC(=O)CCNC(=O)c2ccco2)cc1OC	-2	-0.4	-4	-2.5	-12	0	-5	-5	1	-3
Cc1ccc(S(=O)(=O)NCc2ccc(/C=C(/C#N)C(=O)NCc3ccccc3)o2)cc1	-2	0.6	3	-1.6	5	-6	0	4	-4	4
Cc1c(/C=N/NC(=O)c2ccc(Br)o2)cnn1C	14	1.4	3	-2.2	13	.	-3	.	-1	.
COc1ccc(C2C3=C(CC(C)(C)CC3=O)Oc3ncn(CCCn4ccnc4)c(=N)c32)cc1 (stereo unspecified)	.	-0.5	-8	-1.0	12	-3	-16	16	-61	0
CCc1c(C)c(C#N)c2nc3ccccc3n2c1-n1nc(C)cc1C	-3	0.4	-8	-1.3	0	0	-4	8	-1	-1
O=C(Nc1ccc([N+](=O)[O-])cc1)C1CC1(c1ccccc1)c1ccccc1 (stereo unspecified)	.	0.5	-7	1.7	0	-1	0	-5	2	-4
COC(=O)N/N=C\c1c(C)[nH]n(-c2ccccc2)c1=O	-1	0.0	-3	-1.6	12	1	6	4	-1	-2
CCC(C)NC(=O)c1ccc(C(=O)c2ccccc2)cc1 (stereo unspecified)	-3	-0.8	-4	-1.8	-23	-4	-5	13	-2	2
Cc1cccnc1NC(=S)Nc1ccc(Cl)c(Cl)c1	6	0.8	-11	-2.2	1	-1	-10	4	2	2
O=C(O)CCSc1nnc(COc2cccc3ccccc23)n1-c1cccc(Cl)c1	-7	-0.5	-1	-0.5	-6	-2	-3	4	2	-1
CCOc1ccc(/C=C/c2nc(C#N)c(NCCCN(C)C)o2)cc1	1	-0.7	-2	0.8	0	3	-10	.	0	2
O=C(COC(=O)c1ccc([N+](=O)[O-])s1)Nc1ncc(C(F)(F)F)cc1Cl	7	.	-10	0.9	3	71*	-4	-17	-1	11
N/C(=N\OC(=O)c1ccc2ccccc2c1)c1ccncc1	34*	-0.8	1	-3.2	-8	-1	-36	?	7	2
O=C(COc1ccccc1C(=O)O)NC1CCCc2ccccc21 (stereo unspecified)	-1	1.0	5	0.6	-2	5	1	0	-2	6
COc1ccccc1C(=O)NCC(=O)OCC(=O)c1cccc2ccccc12	-2	1.5	-4	-3.0	-6	-2	-2	-11	0	-8
O=C(Nc1ccc2ccccc2c1)C(c1ccccc1)C1CCCC1 (stereo unspecified)	-4	-1.0	1	-1.6	0	-2	2	3	-2	-8
O=c1cc(-c2ccc(O)cc2)oc2ccccc12	3	1.8	2	-0.5	-9	0	-2	.	0	-1

Overlap with the part before: 2 entries, followed by the next part.
SMILES	Wnt bcat act	CDK5 inh	Tat transport	CAL PDZ FP-1	Rtt109 HAT inh	CAL PDZ FP-2	dFosB act	MITF TRPM1 HTS	V-ATPase pHluor	cardiac RTF act
O=C(Nc1ccc2ccccc2c1)C(c1ccccc1)C1CCCC1 (stereo unspecified)	-4	-1.0	1	-1.6	0	-2	2	3	-2	-8
O=c1cc(-c2ccc(O)cc2)oc2ccccc12	3	1.8	2	-0.5	-9	0	-2	.	0	-1
Cc1cccc(C(C)C)c1NC(=O)COC(=O)CNS(=O)(=O)c1ccccc1	0	-0.4	0	-0.8	.	-1	7	6	-1	13
Cc1ccc(C(=O)COc2ccccc2-c2ccccc2)cc1	.	-0.3	-6	-2.8	0	-3	-7	15	2	11
CC1=Nc2cc(C(=O)NCc3ccco3)ccc2Sc2ccc(C)cc21	.	-2.4	-4	-0.4	0	.	0	-16	-1	4
CSCCC(NS(=O)(=O)c1ccccc1)C(=O)OCc1cc(=O)oc2cc(O)ccc12 (stereo unspecified)	3	1.1	1	-1.6	1	0	-6	4	-1	-4
CCOCCCNC(=O)CCC(=O)NNc1nc2ccccc2c2nc(-c3ccccc3)nn12	2	0.9	1	-4.3	-7	3	-24	-12	-2	-1
Cc1cc(C)c(CN2CCN(C(=O)Cn3ccc(N)nc3=O)CC2)c(C)c1	-1	-0.1	-2	-1.1	0	-2	-4	4	4	-3
Cc1cc(-n2c(C)cc(C(=O)CSc3[nH]c(=O)cc(C(F)(F)F)c3C#N)c2C)no1	2	1.1	-2	-1.2	11	-8	2	5	7	-3
CC(C)NC(=O)c1ccc2c(=O)n(Cc3ccco3)c(=S)[nH]c2c1	.	-0.9	7	-3.0	-2	3	3	.	1	2
Oc1cnn(-c2ccccc2)c1	.	0.5	-14	.	-3	3	-3	15	2	4
CCOc1cc(/C=N/NC(=O)c2nnn(-c3nonc3N)c2C)ccc1OCc1ccc(F)cc1	-6	-0.2	4	-1.8	-6	-6	16	-10	-1	0
O=C(Nc1ccccc1)N1CCC(C(=O)N(Cc2ccco2)Cc2cccs2)CC1	-4	0.3	1	-0.5	-6	-2	-5	2	2	2
O=C1CCC2(CCCCC2)N1	-1	0.8	0	-1.4	2	-1	-9	-6	3	3
Cc1c(NC(=O)c2ccc3c(c2)C(=O)N(CC2CCCO2)C3=O)cccc1C(=O)O (stereo unspecified)	.	-0.3	-5	-0.3	-16	-2	0	-14	0	-2
O=C(NNS(=O)(=O)c1ccc(Cl)cc1)C1CCN(Cc2ccccc2)CC1	-6	0.2	1	-1.0	-7	.	-4	.	-3	3
CCOc1cc(C2C3=C(CC(C)(C)CC3=O)N(C)C3=C2C(=O)CC(C)(C)C3)ccc1O	-1	0.2	6	-0.1	-5	.	-5	-7	-2	0
CC(=O)c1cnc2nc(SCc3ccc(Cl)cc3)nn2c1C	0	-0.3	-13	.	-5	178*	-2	.	-2	-1
Cc1c(C(=O)NC(C)CCc2ccccc2)cccc1[N+](=O)[O-] (stereo unspecified)	.	-1.5	0	0.6	-9	.	-3	.	1	6
OCCNc1nc(N2CCOCC2)nc(N2CCOCC2)n1	0	-0.6	0	0.0	14	-4	-4	-2	4	-1
O=C(c1ccc(S(=O)(=O)Cc2cc(F)ccc2F)c([N+](=O)[O-])c1)N1CCCC1	0	-1.2	-4	0.1	3	1	-6	-30	-2	0
CCOc1ccccc1OCC(=O)NC1CCCCC1	1	-1.1	0	-1.4	.	-5	4	.	-5	-2
COc1ccc2c(C(=O)c3ccc(C)cc3)n(Cc3ccc(C(N)=O)cc3)[n+]([O-])c2c1	?	-3.6	-3	-0.2	-1	2	0	46	-2	-5
CCOc1ccc(N(CC(=O)Nc2ccc(OC)cc2)S(=O)(=O)c2c(C)noc2C)cc1	-1	-1.2	3	0.9	15	.	9	10	6	-1
CC(=O)c1c(C)[nH]c(C(=O)CN2C(=O)NC(C)(C)C2=O)c1C	-1	0.4	-3	-2.2	-15	-2	-6	-5	5	14
c1ccc(-c2n[nH]c3ccccc23)cc1	3	-6.4	14	0.6	1	.	0	4	2	-7
Cc1ccc(OCC(=O)NC(=S)Nc2ccc(Br)c(C)n2)cc1	.	4.2	10	-2.3	9	-2	-6	-18	1	0
COc1ccc2c(C)cc(Sc3nnnn3-c3ccccc3)nc2c1	.	-0.5	24	-2.9	8	-3	-7	1	4	0
O=C(NNc1c(F)c(F)cc(F)c1F)c1cc2ccccc2oc1=O	13	-0.2	-6	-1.8	0	-6	10	30	0	5
COc1cccc(CNC(=O)c2ccccc2C(=O)NC(C)(C)C(=O)NCc2cccc(OC)c2)c1	-3	1.0	-6	-2.0	7	-3	-4	0	-2	-4
COC(=O)c1ccc(OS(=O)(=O)c2ccc(NC(C)=O)cc2)cc1	-1	1.4	4	-3.2	0	0	-4	12	-1	-2
CCCCn1c(=O)c(CCC(=O)OCC(=O)Nc2ccc(F)c(Cl)c2)nc2ccccc21	.	1.2	-12	-1.6	6	2	3	3	0	6
Cc1nn(-c2ccccc2)c2ncc(C(=O)c3cc(Cl)ccc3O)cc12	.	-0.8	-6	-0.2	-4	5	-8	-2	0	10
CN=C(Nc1cc(C)nn1-c1ccccc1)c1ccccc1F	-2	0.8	-1	-1.0	-14	.	6	-1	-4	-2
CCCc1ccc(S(=O)(=O)N2CCN(C(C)C(=O)NCc3ccc(OC)cc3)CC2)cc1 (stereo unspecified)	-3	-4.7	-3	0.5	2	-3	-10	-9	0	-4
Cc1cc(-c2n[nH]c(=S)n2/N=C/c2cccc(O)c2)n[nH]1	3	3.3	-2	-0.9	7	2	3	-1	6	6
CS(=O)(=O)N1CCc2cc(C(=O)Nc3ccc(O)cc3)ccc21	?	-0.3	4	-23	-6	-6	-2	-8	-4	7
COC(=O)C1CN(C(=O)COc2ccccc2)c2ccccc2O1 (stereo unspecified)	-4	1.2	2	-0.9	-3	-6	0	-1	0	3
COc1ccc(/C=N/Nc2nn3cnnc3c3ccccc23)cc1	0	-0.4	4	-6.4	2	-8	9	.	0	4
CCCCCn1c(N)c(-c2nc3ccccc3s2)c2c([N+](=O)[O-])nn(CC)c(=O)c21	.	-0.9	-6	-2.1	-5	.	-3	6	3	-4
O=C(NC1=NCCS1)c1cccs1	.	-3.0	-5	-0.6	8	-27	27*	4	0	-1

Compound activity (PubChem)
